Screens deposited in PubChem by National Center for Advancing Translational Sciences (NCATS).
HEK cytotox: HEK 293 cell cytotoxicity. HEK 293 viability, ATP luminescence (CellTiter-Glo), 48-72 h. Potency, µM (highest dose often 115 µM), for the others: at the top dose activity change, negative = cytotoxicity, actives largely listed as inhibitors. 6.6% of 94,000 active. AID 1345083; further: potency means the concentration at half of the fitted maximal effect; nearly all actives have a fitted effect of over 60% in size
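ATP-coupled CellTiter-Glo luminescence served as viability read-out, recorded 10 min after reagent addition at room temperature. HEK 293 cells, 250 cells/well, had been incubated with pintool-transferred compound for 48 or 72 hr at 37 degree Celsius.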
HEK293 viab: cell viability loss counter-screen; HEK-293-SNCA-luc viability, GF-AFC fluorescence, 24 h; 0.12% of 150,000 active; Potency, µM (titrated, usually from 57.1 µM), for inactives: at the highest dose activity change, negative = cytotoxicity, most hits filed as cytotoxic;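 further: potency means the concentration at half of the fitted maximal effect; 0% = DMSO-treated cells and -100% = medium-only wells without cells; nearly all actives have a fitted effect of over 30% in size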
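Cytotoxicity counterscreen: after 24 h compound treatment of genome-edited SNCA-luciferase HEK-293 cells, live-cell protease substrate GF-AFC read by fluorescence after 30 min; activity scaled between DMSO (0%) and medium-only (-100%), curves Hill-fitted.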
NIH3T3 tox: kills NIH 3T3 cells; NIH 3T3 viability, CellTiter-Glo ATP luminescence, 48-72 h; Potency, µM (doses to about 96.7 µM), for inactives: at the highest dose activity change, negative = cytotoxicity, actives largely listed as inhibitors; 4.3% of 94,000 active; AID 1345082; further: potency means the concentration at half of the fitted maximal effect; nearly all actives have a fitted effect of over 55% in size
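First NIH 3T3 cells are plated at 400 cells/well; next compound is pinned in; then plates incubate 48 or 72 hr at 37 °C; finally CellTiter-Glo is added and luminescence read after 10 min.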
IP6K1 inh: inhibitors of human IP6K1; Q92551; IP6K1 kinase, ADP-Glo luminescence, 2 h; active compounds read low; activity change, % (series mostly up to about 58 µM); 0.81% of 140,000 active; in the data active means activity change below about -25%
Target sequence (Q92551 whole entry, looked up): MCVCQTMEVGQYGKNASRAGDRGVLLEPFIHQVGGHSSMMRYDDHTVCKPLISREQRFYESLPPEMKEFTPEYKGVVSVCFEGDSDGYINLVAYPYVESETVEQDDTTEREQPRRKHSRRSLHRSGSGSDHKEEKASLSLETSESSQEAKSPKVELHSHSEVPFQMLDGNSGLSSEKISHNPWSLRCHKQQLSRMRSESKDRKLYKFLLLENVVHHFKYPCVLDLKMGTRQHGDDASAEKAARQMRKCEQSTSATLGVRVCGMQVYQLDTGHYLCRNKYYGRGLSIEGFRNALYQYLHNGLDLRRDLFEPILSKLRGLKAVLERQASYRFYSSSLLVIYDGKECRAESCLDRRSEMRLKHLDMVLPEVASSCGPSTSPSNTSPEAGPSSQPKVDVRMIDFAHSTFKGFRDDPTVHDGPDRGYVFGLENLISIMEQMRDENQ
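ADP-Glo luminescence measures ADP made by human IP6K1 during a 2 h RT reaction with ATP/IP6 (mix at 1.3 mM/130 uM); top library doses 57.5 and 19.1 uM final.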
FLuc inh: blocks purified firefly luciferase enzyme activity; P08659; purified P. pyralis luciferase, luminescence, biochemical; Potency, µM (titrated, usually from 115 µM), without a hit: top-dose activity change, negative = inhibition, hits mostly inhibitors; 2.5% of 76,000 active; AID 1347043; further: potency means the concentration at half of the fitted maximal effect; nearly all actives have a fitted effect of over 65% in size
Target sequence (P08659 whole entry, looked up): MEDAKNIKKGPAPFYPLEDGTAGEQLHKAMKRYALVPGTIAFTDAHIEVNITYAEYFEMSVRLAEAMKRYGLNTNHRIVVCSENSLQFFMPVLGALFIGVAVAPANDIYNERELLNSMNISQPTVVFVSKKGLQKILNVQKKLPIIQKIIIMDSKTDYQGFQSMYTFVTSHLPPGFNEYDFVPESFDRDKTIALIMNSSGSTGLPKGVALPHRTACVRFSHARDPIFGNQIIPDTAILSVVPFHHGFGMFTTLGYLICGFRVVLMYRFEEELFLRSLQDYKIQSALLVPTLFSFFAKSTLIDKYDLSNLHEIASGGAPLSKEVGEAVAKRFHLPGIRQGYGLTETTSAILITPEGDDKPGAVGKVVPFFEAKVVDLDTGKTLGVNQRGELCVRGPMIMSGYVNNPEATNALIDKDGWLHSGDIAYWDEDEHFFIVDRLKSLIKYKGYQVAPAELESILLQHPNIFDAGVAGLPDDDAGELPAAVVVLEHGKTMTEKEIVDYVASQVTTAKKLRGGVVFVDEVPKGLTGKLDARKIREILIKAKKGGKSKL
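Cell-free enzyme assay, 10nM P. pyralis luciferase, luciferin and ATP each at 10uM. Inhibition profiled over a 6-point titration, read as luminescence.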
SNCA expr inhib: reduces expression of the alpha-synuclein gene. HEK-293 SNCA-luciferase knock-in, luminescence, 24 h. AID 1671194. 0.17% of 140,000 active. Potency, µM (series often up to 57.2 µM), inactives show at the highest dose activity change, negative = inhibition, hits mostly inhibitors;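 further: potency means the concentration at half of the fitted maximal effect; plate controls were DMSO cells for no effect and cell-free wells for full effect; nearly all actives have a fitted effect of over 45% in size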
GPT2 inhibitor: GPT2 alanine aminotransferase inhibition | Q8TD30 | Recombinant GPT2, coupled pyruvate oxidase/HRP Amplex Red fluorescence | Potency, µM (top dose mostly 57.7 µM), without a hit: at the top dose activity change, negative = inhibition, most hits filed as inhibitors | 0.25% of 100,000 active | AID 1671188; further: potency means the concentration at half of the fitted maximal effect; nearly all actives have a fitted effect of over 60% in size; many of its hits are not listed in these tables
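Fluorescence of coupled pyruvate oxidase/HRP/Amplex Red system (50uM Amplex, 30 min, dark) reports pyruvate formed by GPT2. Enzyme reaction: 10ng/uL GPT2, 2mM L-alanine, 250uM a-KG, 30 min room temperature, pH 7.5; 50uM AOA control.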
* = called active by the depositor; i = inactive; u = inconclusive; x = not tested or not shown; [ ] = remark or other dose. Unless noted, the call rests on the fitted dose curve; in most records, active means well fitted curve in the direction sought with a large enough effect; inconclusive means small, poorly fitted or top-dose-only effect, or another doubt; inactive means no such curve, though single readings can be large; an effect the other way counts as inactive or inconclusive. Unless noted, on the % scale 0 is the no-effect control and ±100 the full control effect. Not all compounds are listed; rates above refer to the full screens.

SMILES	HEK cytotox	HEK293 viab	NIH3T3 tox	IP6K1 inh	FLuc inh	SNCA expr inhib	GPT2 inhibitor
O=C(/C=C\c1ccccc1)NC1CC(=O)N(c2ccccc2)C1 (stereo unspecified)	x	10%	x	0	x	5%	x
CCOc1cc(Cl)c(S(=O)(=O)n2cc(C)nc2CC)cc1Cl	x	11%	x	-8	x	3%	x
O=C(c1coc(COc2cccc(C(F)(F)F)c2)n1)N1CCCCCCC1	u	4%	u	-8	-4%	-11%	-14%
Cc1c(/C=C(\C#N)C(=O)Nc2cccc(Cl)c2)c2ccccc2n1Cc1ccccc1	x	2%	x	16	x	u	x
O=C(CN1C(=O)NC2(CCCCC2)C1=O)NCc1ccccc1	-7%	10%	u	7	-4%	-2%	i
c1ccc(NCCn2cc(C3CCCNC3)nn2)cc1 (stereo unspecified)	i	4%	i	5	4%	-20%	i
COC[C@@H]1CCCN1Cc1cn(Cc2ccccc2)nc1-c1cc2ccccc2o1	u	-16%	u	-1	28µM*	39%[activator]	0%
Cn1c(NCCO)nc2c1c(=O)n(Cc1cccc(F)c1)c(=O)n2C	x	9%	x	13	x	-2%	x
COc1cc2nc(NCc3ccccc3)n3nc(-c4ccccc4)nc3c2cc1OC	x	1%	x	31	x	4%	x
COC(=O)c1ccc2c(c1)N(Cc1ccccc1)C(=O)c1ccccc1S2(=O)=O	x	-6%	x	18	x	2%	x
O=C(CCC1N=C2c3ccccc3N=C(SCc3cccc(Cl)c3)N2C1=O)NCCc1ccccc1 (stereo unspecified)	x	-7%	x	2	x	17%	x
CCn1c(COc2ccc(Cl)cc2Cl)nc2ccccc21	x	-5%	x	3	x	91%[activator]	x
CNC(=O)c1cccc(Nc2ncc3c(n2)CN([S+](=O)([O-])c2cccc(OC)c2)CCN3)c1	u	-19%	u	-1	-2%	-22%	i
Cc1cc2nc3n(c(=O)c2n1CC(=O)NC1CCc2ccccc21)CCCC3 (stereo unspecified)	u	-19%	-29%	17	0%	1%	i
CN1C(=O)C2(CCN(C(=O)CCn3cnnn3)CC2)c2ccccc21	3%	8%	-1%	7	6%	3%	-10%
COc1ccc(-c2n[nH]c3c2C(c2ccccn2)N(C)C3=O)cc1 (stereo unspecified)	x	-2%	x	-19	x	2%	x
COc1ccc(C(=O)Nc2cccc(-c3nnc4n3CCCC4)c2)cc1F	-4%	2%	-8%	-4	u	4%	i
Cc1cccc(-n2nc(C)c(CCC(=O)N(C)C(C)C)c2Oc2ccc(F)cc2F)c1	u	-1%	40µM*	-4	2%	-6%	i
Cc1cc2nc3n(c(=O)c2n1CC(=O)Nc1ccc(Br)cc1)CCCC3	-12%	-10%	u	-19	-2%	-8%	i
Cc1ccc2oc3c(c(=O)c2c1)C(c1ccc([N+](=O)[O-])cc1)N(CCCN1CCOCC1)C3=O (stereo unspecified)	x	-10%	x	19	x	23%	x
Cc1cc(C(F)(F)F)n(-c2nc(C(=O)N3CCOCC(O)C3)cs2)n1 (stereo unspecified)	3%	4%	-3%	-5	10%	20%	u
CCc1nc(C)c(C(=O)N[C@@H]2c3ccccc3C3(CCNCC3)[C@H]2OC)o1	u	-14%	-17%	1	-21%	u	i
Cc1cccc(-n2c(=O)c3c(c4cc(C)ccc4n3C)n(CC(=O)Nc3ccccc3C(F)(F)F)c2=O)c1	x	6%	x	-2	x	-19%	x
O=C(O)C[C@@H]1CCN(C(=O)c2ccc(F)cc2)C[C@@H]1CCN1CCN(c2cccc(C(F)(F)F)c2)CC1	-19%	5%	-26%	-3	-6%	-5%	5%
CCCN1CCN(CCNC(=O)Nc2ccccc2OCC)CC1	x	-1%	x	26	x	32%[activator]	x

The closing two records of the part before are carried over, then new ones follow:
SMILES	HEK cytotox	HEK293 viab	NIH3T3 tox	IP6K1 inh	FLuc inh	SNCA expr inhib	GPT2 inhibitor
O=C(O)C[C@@H]1CCN(C(=O)c2ccc(F)cc2)C[C@@H]1CCN1CCN(c2cccc(C(F)(F)F)c2)CC1	-19%	5%	-26%	-3	-6%	-5%	5%
CCCN1CCN(CCNC(=O)Nc2ccccc2OCC)CC1	x	-1%	x	26	x	32%[activator]	x
CSc1ccc(-c2cccc(C(=O)NCCNC(=O)Cc3ccccn3)c2)cc1	0%	-2%[12.5 µM]	-12%	2	x	1%	-1%
CCN1CCN(C(=O)c2ccc3nc(-c4ccncc4)oc3c2)CC1	-18%[172 µM]	4%[87.6 µM]	-10%[138 µM]	-6	x	-3%[87.6 µM]	-2%[88.5 µM]
CCn1c2c(c(=O)n1Cc1ccccc1)CCN(C(=O)Cc1ccc3c(c1)OCO3)C2	i	3%[87.6 µM]	u	3	3%[172 µM]	-19%[87.6 µM]	-7%[88.5 µM]
COc1ccc(-c2nnc(SCC(=O)NC3CCCCC3)nc2-c2ccc(OC)cc2)cc1	x	u	x	16	x	-4%	x
COc1ccc(NC(=O)c2cnn(-c3ccc(C)c(C)c3)c2C2CCNCC2)cc1OC	x	-11%	x	4	x	-3%	x
COCC(=O)N1CCN(CC(=O)NCc2cccs2)[C@H]2CS(=O)(=O)C[C@H]21	4%	8%	-16%	-2	-10%	-11%	i
CCN(CCN(C)C)C(=O)Cn1ncc2c([nH]c3ccc(C)cc32)c1=O	x	1%	x	35	x	u	x
COc1cc(F)ccc1-c1ccnc2nc(Cc3ccc(F)cc3)nn12	u	2%	u	12	-8%	-11%	-7%
CCc1ccc(C(=O)c2cn(CC(=O)Nc3ccc(F)cc3)c3ccc(F)cc3c2=O)cc1	x	-11%	x	7	x	u	x
COc1cccc(C(=O)NC2CN(c3ccnc4ccnn34)C2)c1	u	11%	u	25	x	16%	i
O=C(NCc1ccccc1Cl)c1cccn1-c1nnc(N2CCCCC2)s1	x	-24%	x	5	x	14%	x
O=C(Nc1cccc(C(F)(F)F)c1)Nc1nnc(N2CCCCC2)s1	x	-9%	x	-11	x	u	x
O=c1[nH]nc(Sc2ncc([N+](=O)[O-])s2)n1-c1ccc2c(c1)OCCO2	x	24µM*	x	x	x	u	-10%
Cc1ccc(CNC(=O)c2nc(SCc3ccccc3F)ncc2Cl)cc1	x	11%	x	-17	x	2%	x
Cc1ccc(C(=O)NC2CCN(c3cn[nH]c(=O)c3)CC2)cc1C	-3%	-3%	-11%	3	-6%	-27%	2%
CCOC(=O)CC(NC(=O)CCc1c(C)nc2ncnn2c1C)c1ccc(C)cc1 (stereo unspecified)	x	7%	x	39	x	4%	x
O=C(C1CCCCN1Cc1ccc(-c2cccs2)cc1)N1CCCCC1 (stereo unspecified)	u	-7%[12.5 µM]	u	-18	x	-1%	i
O=C(NC1CCCCC1)[C@@H]1C[C@@H](O)CN1C1CCN(C(=O)c2ccc3ncccc3c2)CC1	i	-3%	i	-1	0%	-1%	i
COCCNC(=O)c1ccc(-c2ccc(OC)nn2)cc1	u	x	-11%[138 µM]	-4	x	x	x
CC(=O)N1CCc2nn(CC(=O)Nc3cccc(Br)c3)c(=O)cc2C1	u	0%	u	6	5%	-24%	-7%
Nc1ccc(C(=O)Oc2ccccc2)c(O)c1	x	-1%[23.9 µM]	x	1	x	228%[activator][25.6 µM]	i
CCN1CCC(N2CCC(Oc3ccccc3-c3nc(-c4ccncc4)no3)C2)CC1 (stereo unspecified)	13µM*	14µM*	6.3µM*	-23	-12%	u	i
COc1ccc(OC)c(CCNc2ncnc3onc(-c4ccc(Cl)cc4)c23)c1	x	3%	x	17	x	-15%	x
O=C(NC1CCN(CCn2nc3n(c2=O)CCCC3)C1)c1ccc(Cl)nc1 (stereo unspecified)	i	x	-3%	-2	x	x	x
COc1ccc(NC(=O)C2Cn3cccc3C(=O)N2)c(OC)c1 (stereo unspecified)	i	0%	3%	-5	-1%	-5%	2%

Entries of single compounds from above. Screens in order: HEK cytotox, HEK293 viab, NIH3T3 tox, IP6K1 inh, FLuc inh, SNCA expr inhib, GPT2 inhibitor
`CCn1c2c(c(=O)n1Cc1ccccc1)CCN(C(=O)Cc1ccc3c(c1)OCO3)C2` is listed as i, 3%[87.6 µM], u, 3, 3%[172 µM], -19%[87.6 µM], -7%[88.5 µM]
`CCc1ccc(C(=O)c2cn(CC(=O)Nc3ccc(F)cc3)c3ccc(F)cc3c2=O)cc1` is listed as x, -11%, x, 7, x, u, x
`CCOC(=O)CC(NC(=O)CCc1c(C)nc2ncnn2c1C)c1ccc(C)cc1` (stereo unspecified) is listed as x, 7%, x, 39, x, 4%, x
`CC(=O)N1CCc2nn(CC(=O)Nc3cccc(Br)c3)c(=O)cc2C1` is listed as u, 0%, u, 6, 5%, -24%, -7%
`COc1ccc(OC)c(CCNc2ncnc3onc(-c4ccc(Cl)cc4)c23)c1` is listed as x, 3%, x, 17, x, -15%, x

Next part
SMILES	HEK cytotox	HEK293 viab	NIH3T3 tox	IP6K1 inh	FLuc inh	SNCA expr inhib	GPT2 inhibitor
O=C(NCCCc1ccccc1)c1cn2cc(-c3ccc(F)cc3)sc2n1	u	0%	20µM*	-2	x	-9%	-16%
CCn1c(SCC(=O)Nc2cc(C)ccc2F)nnc1-c1ccccc1O	x	-4%	x	26	x	0%	x
Cc1cccc(S(=O)(=O)N2CCc3c(C(=O)NC(C)C)cccc32)c1	u	-15%	u	-12	9%	u	i
COc1ccc(N2CCN(CCCNC(=O)c3ccc4nc(Cc5ccccc5)oc4c3)CC2)cc1	x	-4%	x	14	x	-2%	x
O=C(NCC(=O)N1CCCC1)Nc1ccc2ccccc2c1	x	-19%	x	1	x	x	i
CCC(C)NC(=O)CSc1nc2cc3c(cc2c(=O)n1CCCC(=O)NCc1ccc2c(c1)OCO2)OCO3 (stereo unspecified)	x	1%	x	13	x	9%	x
CCC(C)NC(=O)c1sc2nc(C)c(C(=O)Nc3ccc(C)cc3C)c(-c3ccc(NC(C)=O)cc3)c2c1N (stereo unspecified)	x	9%	x	-2	x	-22%	x
Cc1cccc(CC(=O)N2CCCC(CN3CCCC3)CC2)c1 (stereo unspecified)	u	-7%	-22%	-18	-4%	-16%	i
CC1(NC(=O)C2CC2)CN(Cc2nc(-c3cccc(N4CCOCC4)c3)cs2)C1	u	4%[87.6 µM]	-20%[138 µM]	6	40µM*	54%[activator][87.6 µM]	i
COc1ccc(CCNC(=O)CCCn2nc(C)c3sc4ccccc4c3c2=O)cc1OC	x	1%	x	52	x	33%	x
CCOc1ccc(NC(=O)CNS(=O)(=O)c2ccc(Br)s2)cc1	x	-15%	x	22	x	-24%	x
C[S+](=O)([O-])N1Cc2ccccc2CC2(CCCN2CC2CCNCC2)C1 (stereo unspecified)	-23%	-5%	-12%	7	x	-21%	i
COCCN1C(=O)c2ccccc2C(C(=O)Nc2ccc3c(c2)OCCO3)C12CCCC2 (stereo unspecified)	-23%	-17%	-17%	8	-33%	28%	-16%
O=C(Nc1ccccc1F)N1CCCN(CCn2nc3n(c2=O)CCCC3)CC1	3%	x	-10%	-1	x	x	x
Cc1ccc(S(=O)(=O)N2CCC(Oc3ccc(C(N)=O)cn3)CC2)cc1	u	10%	-19%	-6	5%	1%	i
